# High-throughput results from PubChem BioAssay.
# CAL PDZ FP-1: untagged CAL PDZ binding inhibitors, primary screen, biochemical, fluorescence polarization, HTS; 300,000 compounds, 0.92% hits; inhibition, % at 24.9 µM; AID 602252, 2012; purified CAL PDZ, TMR-peptide fluorescence polarization, 1 h; Golgi-associated PDZ and coiled-coil motif-containing protein (Homo sapiens), Q9HD26;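 active = mean inhibition of at least 30% with at least half of replicates also reaching 30%; inconclusive = no clear call, values can overlap the other calls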;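 also: 0% = DMSO neutral control and 100% = excess unlabeled competitor peptide PRC23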
# cardiac RTF act: cardiac RTF calcium sensitivity activators, primary screen, biochemical, IANBD-TnC fluorescence, EC20 calcium | Troponin I, cardiac muscle (Homo sapiens) + Troponin T, cardiac muscle (Homo sapiens) + … | IANBD-labeled TnC RTF fluorescence at EC20 calcium; 0% EC20 calcium, 100% full calcium | activation, % at 7.2 µM | 340,000 compounds, 0.24% hits | AID 493008, 2010;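 active = activation above the mean over all tested compounds plus 3 SD, cut at about 30% in these data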;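 also: rise in fluorescence read as greater calcium sensitivity of cardiac thin filaments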
# SR-BI uptake up: activators of SR-BI mediated DiI-HDL uptake, primary screen, ldlA[mSR-BI] CHO cells, DiI fluorescence. 3 h; 100 = double the neutral-control signal. 320,000 compounds, 0.096% hits. activation, % at 12.5 µM;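 active = mean replicate activation of at least 60% and every replicate at or above 60%; inconclusive = mean or all-replicate condition met, but not both; inactive = mean below 60% and not all replicates reaching 60%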;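 also: 0% = median plate neutral-control signal and 100% = twice that signal; values of inactives mirror those of a sister screen read the other way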
#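 Assay system: LDL receptor-deficient CHO ldlA cells overexpressing murine SR-BI / Medium: BSA-supplemented, HEPES-buffered Ham's F12, pH 7.4 / Probe or stimulus: DiI-labelled HDL at 10 µg/mL final / Timing: compound with DiI-HDL co-incubation, 3 h at 37 °C / Technique: bottom-read cell fluorescence after medium removal, ex 550/em 595 nm / Measure: HDL uptake via cellular fluorescence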
# DAGLB inh: DAGLB lipase inhibitors, primary screen, biochemical, fluorescence, HTS; Diacylglycerol lipase-beta (Homo sapiens), Q8NCG7; HEK293T DAGLB membrane lysate, EnzChek fluorogenic substrate; inhibition, % at 5.17 µM; 340,000 compounds, 0.059% hits; in the data active = inhibition above about 34%;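 also: 0% = enzyme with vehicle and 100% = wells lacking enzyme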
# Target sequence (Q8NCG7 whole entry, looked up): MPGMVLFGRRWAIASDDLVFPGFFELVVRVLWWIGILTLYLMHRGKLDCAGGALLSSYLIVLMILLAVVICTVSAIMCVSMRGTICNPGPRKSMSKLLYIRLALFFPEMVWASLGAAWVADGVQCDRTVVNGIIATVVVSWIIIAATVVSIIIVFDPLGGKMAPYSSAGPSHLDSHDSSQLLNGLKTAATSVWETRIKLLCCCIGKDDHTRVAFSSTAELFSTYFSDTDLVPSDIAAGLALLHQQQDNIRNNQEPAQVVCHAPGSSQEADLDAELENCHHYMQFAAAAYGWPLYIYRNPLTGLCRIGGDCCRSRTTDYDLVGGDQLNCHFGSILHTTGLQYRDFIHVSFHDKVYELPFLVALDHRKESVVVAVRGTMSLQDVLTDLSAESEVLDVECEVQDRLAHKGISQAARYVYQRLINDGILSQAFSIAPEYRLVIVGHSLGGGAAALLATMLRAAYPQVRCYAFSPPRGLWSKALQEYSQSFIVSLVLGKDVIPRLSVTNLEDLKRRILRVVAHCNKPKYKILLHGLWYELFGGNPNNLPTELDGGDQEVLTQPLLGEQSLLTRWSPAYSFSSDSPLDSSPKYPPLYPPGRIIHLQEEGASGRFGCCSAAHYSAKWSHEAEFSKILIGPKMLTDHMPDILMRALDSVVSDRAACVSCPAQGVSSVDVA
# Rtt109 HAT inh: inhibitors of C. albicans Rtt109/Vps75 HAT, primary screen, biochemical, ThioGlo CoA-SH fluorescence, plate reader; 330,000 compounds, 0.16% hits; purified Rtt109/Vps75, 4 h; Histone acetyltransferase RTT109 (Candida albicans (strain SC5314 / ATCC MYA-2876)), …; AID 540336, 2011; inhibition, % at 34.9 µM;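 active = inhibition of at least 50% in every replicate; inconclusive = best replicate reaches 50% inhibition but some replicates fall short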
# Target sequence (Q5AAJ8 whole entry, looked up): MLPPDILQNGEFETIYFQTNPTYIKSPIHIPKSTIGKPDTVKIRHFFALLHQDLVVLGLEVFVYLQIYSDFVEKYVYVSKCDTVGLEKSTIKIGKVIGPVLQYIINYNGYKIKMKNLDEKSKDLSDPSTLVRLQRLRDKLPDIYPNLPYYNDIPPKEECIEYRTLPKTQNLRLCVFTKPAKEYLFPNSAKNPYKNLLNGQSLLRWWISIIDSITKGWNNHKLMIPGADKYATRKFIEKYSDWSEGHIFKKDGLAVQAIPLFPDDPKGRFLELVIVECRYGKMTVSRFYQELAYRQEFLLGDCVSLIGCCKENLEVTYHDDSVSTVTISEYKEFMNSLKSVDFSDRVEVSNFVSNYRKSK
# Keap1-Nrf2 PPI: Keap1-Nrf2 protein-protein interaction inhibitors, primary screen, biochemical, fluorescence polarization, single point. 340,000 compounds, 0.15% hits. Kelch-like ECH-associated protein 1 (Homo sapiens), Q14145. Keap1 Kelch-Nrf2 peptide fluorescence polarization, 1536-well. inhibition, % at 9.4 µM. AID 504523, 2011; in the data active = inhibition above about 12%; inconclusive = no clear call, values can overlap the other calls; inactive = below about 7.3%;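 also: human Keap1 Kelch domain with fluorescein labeled Nrf2 9mer peptide probe; 0% = neutral control wells and 100% = peptide positive control; higher means more block of Keap1 binding to Nrf2 peptide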
# CAL PDZ FP-2: CAL PDZ peptide-binding inhibitors, primary screen, biochemical, fluorescence polarization, Cer-tagged CAL PDZ, HTS. AID 504414, 2011. Golgi-associated PDZ and coiled-coil motif-containing protein (Homo sapiens), Q9HD26. 330,000 compounds, 0.02% hits. inhibition, % at 20 µM. purified CAL PDZ, TMR-peptide fluorescence polarization, 1 h;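 active = highest replicate inhibition of at least 40%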;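 also: plate controls were DMSO neutral control wells for no effect and unlabeled competitor peptide control wells for full effect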
#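 material = purified tagged CAL PDZ domain construct (CerCALP) | compound dosing = 20 µM, one dose | times = 1 h at RT | measured by = fluorescence polarization from S- and P-plane intensities, G-factor corrected | read-out = inhibition from polarization loss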
# C-LANA FP: inhibitors of KSHV C-LANA binding to DNA, primary screen, biochemical, fluorescence polarization, FAM-LBS DNA, MBP-C-LANA, single point; inhibition, % at 9 µM; 340,000 compounds, 0.078% hits;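 active = highest replicate inhibition at or above 60% at 9 µM, even if other replicates fall short; inactive = all replicates below 60% inhibition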;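 also: 0% = neutral control wells and 100% = 4 µM acridine orange control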
# PKA-R2B act: activators of PKA-R2B holoenzyme, primary screen, biochemical, fluorescence polarization, Cy5-IP20, human; cAMP-dependent protein kinase catalytic subunit beta (Homo sapiens) + cAMP-dependent …; PKA-R2B holoenzyme dissociation; R2B truncated from residue 108, S112A mutant; 0% DMSO only, 100% 113 µM cGMP; activation, % at 11.4 µM; 340,000 compounds, 0.079% hits;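 active = activation above a cutoff set at the mean over all compounds plus 3 SD, cut at about 18% in these data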;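 also: higher means more holoenzyme dissociation and a rise in polarization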
# Cardiac RTF inh: cardiac RTF calcium sensitivity inhibitors, primary screen, biochemical, IANBD-TnC fluorescence, EC70 calcium; inhibition, % at 7.15 µM; Troponin I, cardiac muscle (Homo sapiens) + Troponin T, cardiac muscle (Homo sapiens) + …; 340,000 compounds, 0.12% hits; IANBD-labeled cardiac RTF, Ca2+ fluorescence;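 active = inhibition above the mean inhibition of all tested compounds plus 3 SD, cut at about 17% in these data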;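 also: assay run at fixed EC70 calcium of 1.6 mM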
# * = called active by the depositor; ? = inconclusive; · = no result given.
SMILES,CAL PDZ FP-1,cardiac RTF act,SR-BI uptake up,DAGLB inh,Rtt109 HAT inh,Keap1-Nrf2 PPI,CAL PDZ FP-2,C-LANA FP,PKA-R2B act,Cardiac RTF inh
COc1cc(OC)cc(C(=O)Nc2c(F)cccc2F)c1,·,1,4,-2,-2,1,-0.4,-0.5,0,-4
Clc1ccc(Cn2ncc3c(NCCN4CCOCC4)ncnc32)cc1,14,0,27,2,-3,-2,-0.9,0.4,-2,0
CCC(=O)N1CCc2cc(S(=O)(=O)CCC(=O)Nc3ccc(F)c(F)c3)ccc21,1,2,1,0,8,2,-1.1,0.9,-10,-6
Cc1ccc2nc(C(=O)O)c(C(=O)O)nc2c1,-1,-2,10,-1,-2,-1,0.4,1.9,0,2
CSc1nnc(CNS(=O)(=O)c2ccc(F)cc2)n1C,2,4,·,1,-8,-1,-1.4,5.4,-4,-15
COc1ccc2[nH]c(=O)c(CN(C(=O)C(C)C)c3ccccc3OC)cc2c1,·,-3,12,2,-16,-4,0.3,1.4,-1,0
CN1C(=O)/C(=C\c2ccncc2)SC1=Nc1ccccc1,-6,2,-28,3,-3,-7,-1.1,-0.7,1,-4
NS(=O)(=O)c1ccc(CCNC(=O)C2CCC(CNS(=O)(=O)c3ccc(Br)s3)CC2)cc1 (centres undefined),-1,5,-57,-3,-4,4,-2.4,0.1,-4,-5
O=C(Nc1ncc([N+](=O)[O-])s1)c1ccco1,-2,1,-7,0,2,-6,-0.1,1.8,8,-8
O=C(Cc1ccc(Cl)cc1)NNC(=O)C1CC=CCC1C(=O)O (centres undefined),1,1,6,0,-7,-3,-2.4,1.4,2,-6
Cc1cccc(NC(=O)CN2CCN(C(=O)C3CCC3)CC2)c1C,-8,-4,10,-1,-6,2,-1.2,2.4,2,6
COc1ccccc1NC(=O)C1CCN(S(=O)(=O)c2cccs2)CC1,·,3,-2,-4,2,-1,-0.9,-0.7,-4,0
Cc1ccc2c(c1)CCCN2C(=O)CCc1nc2ccccc2c(=O)[nH]1,-4,2,4,-1,2,-4,-3.7,1.1,-8,-12
O=C(N/C(=C\c1ccccc1)C(=O)N1CCOCC1)c1ccco1,-22,10,10,-1,-11,2,-3.0,0.0,-5,5
O=c1cc(N2CCN(c3ccccc3)CC2)[nH]c(=O)n1-c1ccccc1,-3,-2,5,-2,6,1,-1.7,1.5,-9,2
COc1cccc(N(C(=O)c2cnccn2)C(C(=O)NC2CCCCC2)c2ccc(Cl)cc2)c1 (centres undefined),9,1,15,0,3,-3,0.6,0.9,4,-6
O=C(CCCN1C(=O)CCC1=O)Nc1ccc(Cl)c(C(F)(F)F)c1,2,0,16,0,-2,?,·,1.3,-4,-9
Cc1ccc(S(=O)(=O)NC(Cc2c[nH]c3ccccc23)C(=O)O)cc1 (centres undefined),1,-4,-6,2,-4,4,0.3,2.2,-12,5
O=S(=O)(Nc1ccccn1)c1ccc(Cl)cc1,-3,3,24,-2,-5,3,0.4,-0.8,-14,-5
COc1cccc(NS(=O)(=O)NC(=O)c2c(C)[nH]c3ccccc23)c1,-5,3,5,-1,-1,-2,-1.6,-0.8,-17,-1
CC(=O)c1ccc(NC(=O)CSc2ccc(-c3ccco3)nn2)cc1,0,0,-3,2,-1,-9,-1.0,0.3,-9,4
O=C(CSc1nnc(-c2ccc(C(F)(F)F)cn2)s1)c1ccccc1,3,-5,9,-1,-3,1,0.3,0.0,-2,-7
Cc1ccc(NC(=O)CSCC(=O)Nc2ccc(S(=O)(=O)N3CCOCC3)cc2)cc1,-6,-1,0,0,3,-3,-1.9,0.4,10,-7
Fc1cccc(Nc2nc(-c3ccncc3)nc3ccccc23)c1,-1,3,-66,-4,-9,-8,-6.2,1.8,-2,-2
CC(=O)Nc1c2c3c(cccc3n(C)c1=O)C(=O)c1ccccc1-2,-1,13,-4,-3,-65,1,-1.0,6.5,14,-13
O=C(CN1C(=O)S/C(=C\C=C\c2ccccc2)C1=O)Nc1ccc(O)cc1,-1,-7,-25,-1,2,-6,-1.7,0.5,3,-2
CCOc1ccc(NC(=O)CSc2nc(N3CCOCC3)nc(N3CCOCC3)n2)cc1,-1,1,-22,1,1,-5,-2.4,0.1,-10,-5
CC(C)(C)NC(=O)Cn1c(SCC(=O)NC2CCCC2)nc2ccccc21,-3,5,29,0,8,-8,-3.6,-1.3,5,0
CC(=O)Nc1cccc(NC(=O)CSc2ncc(-c3ccc(Cl)cc3)n2Cc2ccco2)c1,2,-2,-10,-3,0,-1,-0.7,-1.6,-2,-4
CCC1CCCCN1S(=O)(=O)c1ccccc1[N+](=O)[O-] (centres undefined),-1,-4,12,-5,5,2,-0.2,-1.0,0,0
CCC(Sc1nc(=O)cc(N)n1-c1ccccc1)C(=O)Nc1cc(C)on1 (centres undefined),-4,-2,10,0,-1,-1,0.4,0.4,-8,4
COc1ccc(C)cc1N(CC(=O)N1CCc2ccccc2C1)S(C)(=O)=O,-5,0,20,-1,-4,0,-2.6,0.1,8,3
Cc1ccnc(N=Cc2nc(-c3ccccc3Br)oc2O)c1,-3,-3,2,0,-7,2,-1.7,2.1,-1,-16
COc1ccc(C(C(=O)NC2CCCC2)N(C(=O)CNC(=O)c2ccco2)c2cccnc2)cc1 (centres undefined),-3,-1,12,0,-3,-5,-5.0,0.1,-1,-6
O=C(CNCC1CCCO1)N1CCN(S(=O)(=O)c2ccc3ccccc3c2)CC1 (centres undefined),1,3,15,-2,-4,-2,·,-1.2,7,-8
O=C(CN1C(=O)NC2(CCCC2)C1=O)NCCc1ccc(F)cc1,-3,-10,7,-3,2,-3,-0.1,-0.5,3,3
Cn1c(=O)[nH]c(=O)c2c1nc(Br)n2Cc1ccccc1Cl,-2,2,9,1,-1,-6,-1.6,-0.7,5,5
CCOC(=O)C1=C(c2ccccc2)NC(SCC(N)=O)=C(C#N)C1c1cccnc1 (centres undefined),·,5,8,-5,5,-2,-1.0,0.9,0,-3
O=C(CCCn1c(=O)c2ccccc2n(CC(=O)N2CCN(c3ccccc3)CC2)c1=O)NCc1ccco1,-1,2,-2,1,4,-1,-0.8,-0.1,-7,-5
Cc1nn(C)c(C)c1NC(=O)COc1ccccc1C#N,0,-3,-4,0,-2,-2,0.1,-1.4,-4,-2
Cc1cccc(C)c1NC(=O)CSc1nnc(Cc2ccccc2)o1,-1,-1,8,1,-4,-2,-0.5,0.7,6,5
CCOC(=O)c1ccccc1Nc1cn(C(C)=O)c2ccccc12,1,0,-32,-3,1,-1,-1.7,1.8,3,-2
Cn1c(CNc2ccc(Cl)cc2)nnc1SCCN1CCCCC1,-3,-1,15,0,-9,-3,-0.6,0.2,6,-8
CCOC(=O)C1CCN(Cc2cnc(Oc3ccc(OC)cc3)s2)CC1,-5,9,12,-1,0,-2,-0.3,-2.3,12,-4
O=C1N(c2ccccc2)C2CS(=O)(=O)CC2N1c1ccc(Br)cc1 (centres undefined),0,0,18,-16,-8,-3,0.0,1.3,-5,-8
COc1ccc([N+](=O)[O-])cc1NC(=O)Cc1ccc(C)cc1,1,6,·,0,0,-2,-1.7,0.2,-2,-9
C[C@@H]1C=C(C(=O)NCc2nc3ccccc3[nH]2)O[C@H](OCCCCO)C1,1,0,13,-2,4,-4,0.3,-3.3,17,-7
CC1CCN(C(=O)C2CCC(=O)N(Cc3ccc(Cl)cc3)C2)CC1 (centres undefined),-2,-1,-5,3,-3,4,-0.1,-0.6,0,-5

# Reformatted: entries from further up
# Sequence of screens: CAL PDZ FP-1, cardiac RTF act, SR-BI uptake up, DAGLB inh, Rtt109 HAT inh, Keap1-Nrf2 PPI, CAL PDZ FP-2, C-LANA FP, PKA-R2B act, Cardiac RTF inh
CCOC(=O)c1ccccc1Nc1cn(C(C)=O)c2ccccc12
  1, 0, -32, -3, 1, -1, -1.7, 1.8, 3, -2
O=C1N(c2ccccc2)C2CS(=O)(=O)CC2N1c1ccc(Br)cc1 (centres undefined)
  0, 0, 18, -16, -8, -3, 0.0, 1.3, -5, -8

# Later entries
SMILES,CAL PDZ FP-1,cardiac RTF act,SR-BI uptake up,DAGLB inh,Rtt109 HAT inh,Keap1-Nrf2 PPI,CAL PDZ FP-2,C-LANA FP,PKA-R2B act,Cardiac RTF inh
O=[N+]([O-])c1cccc(-c2ccc(SCc3ccccn3)nn2)c1,-2,3,-10,0,4,-5,-1.1,-1.1,-5,-7
O=C(/C=C/c1ccc(Cl)cc1)N1CCN(c2ccccn2)CC1,-1,-4,-11,-2,2,-4,0.2,-2.1,-3,-2
COC(=O)CC(c1ccccc1F)N1Cc2ccccc2C1=O (centres undefined),0,7,17,-2,·,-4,-0.7,-0.6,-1,-6
CCNC(=O)N1c2ccc(OC)cc2C(C)=CC1(C)C,-1,-3,-21,1,-4,-1,-0.6,0.9,17,-3
O=C(CCC1CCCC1)NNC(=O)c1ccccc1O,-2,2,-57,2,-4,1,-2.9,0.6,10,-15
O=C(C1CCN(S(=O)(=O)c2cccs2)CC1)N(c1ccccn1)C1CCCCC1,·,3,2,-3,0,2,-2.0,-2.2,0,2

# An excerpt of these results, with two lines to a compound:
# Every second line gives: CAL PDZ FP-1 | cardiac RTF act | SR-BI uptake up | DAGLB inh | Rtt109 HAT inh | Keap1-Nrf2 PPI | CAL PDZ FP-2 | C-LANA FP | PKA-R2B act | Cardiac RTF inh
- O=S(=O)(Nc1ccccn1)c1ccc(Cl)cc1
→ -3 | 3 | 24 | -2 | -5 | 3 | 0.4 | -0.8 | -14 | -5
- O=C(/C=C/c1ccc(Cl)cc1)N1CCN(c2ccccn2)CC1
→ -1 | -4 | -11 | -2 | 2 | -4 | 0.2 | -2.1 | -3 | -2
- CCOC(=O)c1ccccc1Nc1cn(C(C)=O)c2ccccc12
→ 1 | 0 | -32 | -3 | 1 | -1 | -1.7 | 1.8 | 3 | -2
